CDK5 p35 inh: inhibitors of human CDK5/p35 kinase, primary screen, biochemical, single concentration; Cyclin-dependent kinase 5 (Homo sapiens) + Cyclin-dependent kinase 5 activator 1 (Homo …; Recombinant CDK5/p35, ADP-Glo luminescence, 60 min; inhibition, % at 10 µM; 330,000 compounds, 0.01% hits; AID 488839, 2010;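 active = highest replicate inhibition of at least 50% and at least 75% of replicates reaching 50%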;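 note: plate controls were DMSO neutral control for no effect and GW8510 at 10 µM for full effect; many of its hits are not listed in these tables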
SUMO Mot1 rescue: yeast Mot1-301 growth rescue at high temperature, primary screen, SUMOylation pathway inhibitor project, S. cerevisiae, ATP luminescence, 38.5C; S. cerevisiae Mot1-301 growth rescue; percent above DMSO median, 100 means doubled; growth rescue, % at 18.8 µM; 320,000 compounds, 1% hits; AID 2716, 2010;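 active = every valid replicate shows activation above 250% relative to neutral control wells; inactive = the rest, any valid replicate at or below 250%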;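 note: OY570 slx delta 5 strain wells were the positive control but not used for scaling; some compounds called inactive have numbers as strong as hits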
RTF Ca sens inh: cardiac RTF calcium sensitivity inhibitors, primary screen, biochemical, IANBD-TnC fluorescence, EC70 calcium; Troponin I, cardiac muscle (Homo sapiens) + Troponin T, cardiac muscle (Homo sapiens) + …; IANBD-labeled cardiac RTF, Ca2+ fluorescence; inhibition, % at 7.15 µM; 340,000 compounds, 0.12% hits; AID 493244, 2011;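 active = inhibition above the mean inhibition of all tested compounds plus 3 SD, cut at about 17% in these data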;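 note: assay run at fixed EC70 calcium of 1.6 mM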
PvdQ inh: P. aeruginosa PvdQ acylase inhibitors, primary screen, biochemical, fluorescence, plate reader and imaging, single point | PvdQ acylase [Pseudomonas aeruginosa LESB58] | purified PvdQ acylase | inhibition, % at 10 µM | 340,000 compounds, 0.063% hits; in the data active = inhibition above about 30%, passing the limit was not always enough;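 note: 0% = vehicle neutral wells and 100% = reference inhibitor wells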
Keap1 Nrf2 FP: Keap1-Nrf2 protein-protein interaction inhibitors, primary screen, biochemical, fluorescence polarization, single point; Kelch-like ECH-associated protein 1 (Homo sapiens), Q14145; Keap1 Kelch-Nrf2 peptide fluorescence polarization, 1536-well; inhibition, % at 9.4 µM; 340,000 compounds, 0.15% hits; AID 504523, 2011; in the data active = inhibition above about 12%;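 note: human Keap1 Kelch domain with fluorescein labeled Nrf2 9mer peptide probe; 0% = neutral control wells and 100% = peptide positive control; higher means more block of Keap1 binding to Nrf2 peptide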
Rtt109 Vps75: inhibitors of C. albicans Rtt109/Vps75 HAT, primary screen, biochemical, ThioGlo CoA-SH fluorescence, plate reader. Histone acetyltransferase RTT109 (Candida albicans (strain SC5314 / ATCC MYA-2876)), …. purified Rtt109/Vps75, 4 h. inhibition, % at 34.9 µM. 330,000 compounds, 0.16% hits. AID 540336, 2011;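 active = inhibition of at least 50% in every replicate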
PfHsp90 yeast 2: growth inhibition of PfHsp90-expressing yeast, primary screen, antimalarial PfHsp90 inhibitor project, S. cerevisiae, BacTiter-Glo luminescence, single point, set 2 | BacTiter-Glo ATP, 48 h; yeast lacking PDR1 and PDR3 efflux regulators | inhibition, % at 9.4 µM | 310,000 compounds, 0.32% hits;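 active = every replicate shows inhibition above about 80%, whatever the replicate mean, limit read from the data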;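 note: 0% = DMSO neutral controls and 100% = 20 µM radicicol positive controls; yeast relying on Plasmodium falciparum Hsp90 in place of its own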
NSD2 inh: NSD2 histone methyltransferase inhibitors, primary screen, biochemical, AlphaScreen, single concentration, set 2. inhibition, % at 12.5 µM. 310,000 compounds, 0.54% hits. Histone-lysine N-methyltransferase NSD2 (Homo sapiens), O96028. NSD2 peptide methylation, 120 min. AID 743445, 2014; in the data active = inhibition above about 50%
Target sequence (O96028 whole entry, looked up): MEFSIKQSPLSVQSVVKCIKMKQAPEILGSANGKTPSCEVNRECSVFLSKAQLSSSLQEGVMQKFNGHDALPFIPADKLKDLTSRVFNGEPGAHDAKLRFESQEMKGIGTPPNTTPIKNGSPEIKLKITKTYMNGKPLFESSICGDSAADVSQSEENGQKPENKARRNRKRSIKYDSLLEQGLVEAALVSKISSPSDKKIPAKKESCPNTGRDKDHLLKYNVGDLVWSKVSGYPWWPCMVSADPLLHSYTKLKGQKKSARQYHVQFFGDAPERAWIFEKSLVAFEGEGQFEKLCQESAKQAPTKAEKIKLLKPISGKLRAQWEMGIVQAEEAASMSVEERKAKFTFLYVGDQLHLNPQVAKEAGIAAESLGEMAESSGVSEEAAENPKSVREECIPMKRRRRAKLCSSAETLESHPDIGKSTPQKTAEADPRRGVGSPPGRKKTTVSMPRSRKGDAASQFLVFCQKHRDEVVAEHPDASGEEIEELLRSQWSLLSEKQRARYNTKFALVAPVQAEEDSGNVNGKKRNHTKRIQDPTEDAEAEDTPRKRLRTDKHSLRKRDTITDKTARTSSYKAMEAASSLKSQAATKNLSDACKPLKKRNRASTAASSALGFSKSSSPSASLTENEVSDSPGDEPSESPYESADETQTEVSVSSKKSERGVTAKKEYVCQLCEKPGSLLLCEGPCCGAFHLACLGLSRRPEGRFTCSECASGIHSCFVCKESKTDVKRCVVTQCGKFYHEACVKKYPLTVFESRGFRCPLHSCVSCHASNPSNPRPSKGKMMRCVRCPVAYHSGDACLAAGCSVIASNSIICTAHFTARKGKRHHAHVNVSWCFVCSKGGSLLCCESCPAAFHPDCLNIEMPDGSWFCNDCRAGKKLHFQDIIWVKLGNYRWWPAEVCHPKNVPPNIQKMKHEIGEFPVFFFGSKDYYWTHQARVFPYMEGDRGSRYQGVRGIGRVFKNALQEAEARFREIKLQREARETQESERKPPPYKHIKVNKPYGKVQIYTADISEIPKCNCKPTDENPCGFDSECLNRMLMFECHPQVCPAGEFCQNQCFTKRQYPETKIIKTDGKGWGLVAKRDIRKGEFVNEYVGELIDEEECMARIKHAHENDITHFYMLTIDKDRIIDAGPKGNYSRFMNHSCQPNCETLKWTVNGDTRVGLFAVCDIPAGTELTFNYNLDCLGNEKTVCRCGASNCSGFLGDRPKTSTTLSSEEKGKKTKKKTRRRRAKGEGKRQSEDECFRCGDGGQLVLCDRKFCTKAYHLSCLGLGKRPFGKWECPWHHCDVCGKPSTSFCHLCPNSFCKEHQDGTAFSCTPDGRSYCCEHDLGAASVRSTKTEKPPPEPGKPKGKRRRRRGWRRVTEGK
LANA DNA inh: inhibitors of KSHV C-LANA binding to DNA, primary screen, biochemical, fluorescence polarization, FAM-LBS DNA, MBP-C-LANA, single point; Kaposi's sarcoma herpesvirus LANA C-terminal domain (residues 932-1162) DNA binding; inhibition, % at 9 µM; 340,000 compounds, 0.078% hits; AID 504423, 2011;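 active = highest replicate inhibition at or above 60% at 9 µM, even if other replicates fall short; inactive = all replicates below 60% inhibition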;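 note: 0% = neutral control wells and 100% = 4 µM acridine orange control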
dFosB act: activators of delta FosB homodimer, primary screen, biochemical, fluorescence polarization, TAMRA-CDK5 oligo, single point. purified delta FosB; percent of positive-control signal above neutral wells. activation, % at 25 µM. 340,000 compounds, 0.99% hits;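 active = mean activation above about 17%, with every replicate also reaching it, limit read from the data, passing the limit was not always enough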;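 note: fluorescence polarization rise as delta FosB binds a TAMRA Cdk5 AP-1 oligo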
cardiac RTF act: cardiac RTF calcium sensitivity activators, primary screen, biochemical, IANBD-TnC fluorescence, EC20 calcium. AID 493008, 2010. IANBD-labeled TnC RTF fluorescence at EC20 calcium; 0% EC20 calcium, 100% full calcium. 340,000 compounds, 0.24% hits. Troponin I, cardiac muscle (Homo sapiens) + Troponin T, cardiac muscle (Homo sapiens) + …. activation, % at 7.2 µM;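 active = activation above the mean over all tested compounds plus 3 SD, cut at about 30% in these data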;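 note: rise in fluorescence read as greater calcium sensitivity of cardiac thin filaments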
Numbers without * were called inactive; . = not tested or not shown. The order is random; 3.2% or so of the library scored in one or more.

cpd	smiles	CDK5 p35 inh	SUMO Mot1 rescue	RTF Ca sens inh	PvdQ inh	Keap1 Nrf2 FP	Rtt109 Vps75	PfHsp90 yeast 2	NSD2 inh	LANA DNA inh	dFosB act	cardiac RTF act
1	Cc1ccc(C(=O)N/C(=C\C=C\c2ccccc2)C(=O)NCc2ccco2)cc1	-2.7	18	-17	-27	-3	4	-7	2	-0.2	3	4
2	CCn1nc(CC(=O)Nc2nnc(CC(=O)N3CCOCC3)s2)c2ccccc2c1=O	-0.6	-8	-4	6	-3	-3	.	-1	-3.8	-2	-2
3	CC(C)(C)OC(=O)[C@H](Cc1ccccc1)NC(=O)c1nc[nH]c1C(=O)N[C@@H](CCCCN)C(=O)OC(C)(C)C	-0.2	-6	1	-6	2	3	.	.	-2.7	-39	0
4	COc1cc(C(=O)N/C(=C\c2cn(C)c3ccccc23)C(=O)NCCCN2CCOCC2)cc(OC)c1OC	-0.2	-2	1	7	-5	10	-1	1	2.9	-8	-4
5	O=C(c1cncc(Br)c1)N1CCc2ccccc2C1	0.7	7	0	-6	-3	-3	.	.	0.3	-2	1
6	CCC(C)(C)NC(=O)C(c1ccc(C)o1)N(C(=O)c1csnn1)c1cccc(F)c1 (configuration not stated)	2.2	0	-4	-20	-9	6	-27	-1	1.4	-8	-3
7	Cc1nc2c(sc3nc4c(cc32)COC(C)(C)C4)c(=O)o1	-1.1	.	0	-6	0	2	-14	-2	0.0	-4	0
8	CCC1CCCCN1C(=O)CCc1nnc(Cc2c[nH]c3ccccc23)o1 (configuration not stated)	-6.8	.	6	-7	-4	-1	-6	0	-0.4	-4	-1
9	O=C(NCc1nc(-c2ccc(Cl)cc2)no1)c1ccco1	1.4	9	-25	-9	0	-10	-7	-15	0.6	-4	1
10	O=C(COC(=O)CSc1ccc(Cl)cc1)NCCc1ccccc1	0.7	.	-16	5	0	35	.	-1	1.6	-7	6
11	Cc1cc(C)n(/N=C\c2c(O)ccc3ccccc23)c(=O)c1C(N)=O	-1.2	190	9	-7	0	1	.	-3	0.2	3	-2
12	CCCCCCSc1ccc(-c2nc3ccc(C)cn3c2NCc2ccccc2)cc1	-1.3	-4	-21	-12	1	-7	6	-2	0.6	-6	8
13	COc1ccc(N(CC(=O)NCc2ccc3c(c2)OCO3)S(=O)(=O)c2c(C)nn(C)c2C)cc1	-0.4	14	-7	-3	2	6	-14	.	0.3	-5	6
14	CCCOc1ccc(C(=O)Nc2ccc(C)cc2[N+](=O)[O-])cc1	4.0	8	-5	14	-4	-4	21	-1	0.2	-10	5
15	COC(=O)/C(=C\Nc1ccc(Cl)c2ccccc12)c1ncc(C(F)(F)F)cc1Cl	1.0	22	1	-4	1	-9	4	.	-1.5	5	-7
16	CCOC(=O)C1=C(C)Nc2ccccc2N=C1NC(=O)c1cccc(S(=O)(=O)N(C)C)c1	0.3	-8	4	-12	-8	2	-12	5	0.2	-8	-1
17	COc1ccc(-c2cc(-c3ccccc3O)[nH]n2)cc1	1.1	.	2	5	-3	9	25	-3	-2.4	3	-3
18	CC(C)Oc1ccc(CNC(=O)c2cc(S(=O)(=O)N3CCOCC3)cn2C)cc1	0.0	5	1	-6	-1	-2	2	-5	-0.9	-8	2
19	CCN(CC(=O)Nc1ccccc1C(=O)OC)S(=O)(=O)c1ccc(OC)cc1	0.6	18	-7	-6	4	-3	4	32	1.0	-10	-3
20	CC(=O)C1=C(O)C(=O)N(c2ccc(O)cc2)C1c1ccccc1 (configuration not stated)	1.2	-9	-1	-12	-6	4	-14	1	-1.6	9	-3
21	O=C(NCCSc1ccccc1)c1ccco1	-0.5	22	-2	8	4	1	-59	-1	-2.0	3	-4
22	Oc1ccccc1-c1nc(NCc2ccco2)c2ccccc2n1	-1.6	-9	7	1	-3	4	3	0	2.0	-1	-3
23	Fc1cccc2sc(Nc3nc4ccccc4s3)nc12	-2.3	-6	4	-2	1	-1	-76	-1	0.7	8	-4
24	CC(O)CNc1nc2c(c(=O)n(Cc3ccc(Br)cc3)c(=O)n2C)n1C (configuration not stated)	2.4	10	-1	-5	-2	-2	-6	3	0.7	-5	-4
25	C=C(C)Cn1c(CCCNC(=O)CC)nc2ccccc21	-2.1	94	1	-12	-5	-5	18	2	1.3	-1	6
26	COc1cccc(OC)c1C(=O)Nc1ccc(Cc2ccncc2)cc1	-2.9	12	0	-9	0	-1	17	0	-1.8	-4	-5
27	O=C(CCNC(=O)c1ccc(Cl)cc1)NCc1cccc(C(F)(F)F)c1	-0.2	-16	-25	-5	-1	0	.	0	-0.8	-1	-3
28	CC(C)NC(=O)c1cccc(Br)c1	0.8	119	-3	13	2	2	21	.	0.1	2	-2
29	Cc1cc(C)nc(NS(=O)(=O)c2ccc(NC(=O)CN3C(=O)S/C(=C\c4ccccc4)C3=O)cc2)n1	2.8	2	16	11	-2	12	2	1	0.9	2	-1
30	CCC(Sc1nc2ccccc2c(=O)[nH]1)C(=O)Nc1ccc(C(C)=O)cc1 (configuration not stated)	-1.3	126	-1	8	-5	-1	-5	-1	0.7	0	-1
31	COc1ccc(-n2c(Cc3cccn3C)nnc2SCC(=O)Nc2cccc(OC)c2)cc1	-1.6	11	-7	7	-1	2	5	.	3.6	-3	0
32	Cc1[nH]c2ccccc2c1/C=N/Nc1ccccc1[N+](=O)[O-]	3.4	0	4	21	3	-8	-11	3	-0.2	-2	-6
33	Cc1ccc(C(=O)Nc2nc3ccccc3s2)s1	-1.1	-5	-3	-7	-7	-2	5	1	0.5	-6	6
34	O=C(Nc1ccc(F)cc1)c1cccc(N2C(=O)C3C4C=CC(C4)C3C2=O)c1 (configuration not stated)	-4.4	-21	-8	-16	-1	1	1	1	-1.9	6	-2
35	Cc1ccccc1-c1cn(-c2ccccc2)c(=S)[nH]1	1.6	24	2	-8	0	3	6	9	0.2	-10	-1
36	CCN(CC(=O)NC(C)(C)C)C(=O)c1ccc2c(c1)S(=O)(=O)c1ccccc1C2=O	0.9	16	4	11	-2	-7	10	-2	0.5	4	-3
37	COCc1cc(C)nc(SC)c1C#N	1.4	2	.	7	-1	33	-7	-2	-1.2	-4	.
38	Cc1cc(NC(=O)c2ccc([N+](=O)[O-])cc2)n(CCC#N)n1	2.2	-9	6	-1	-5	-18	5	-5	0.0	0	-1
39	CC(C)[C@@H](CO)NC(=O)c1ccc2c3n(nc2c1)-c1ccccc1CO3	11	-32	1	3	-1	3	1	.	-1.1	2	2
40	Cc1ccc(S(=O)(=O)N2C[C@@H]3[C@H]4CC[C@H](C4)[C@@H]3[C@@H](C)[C@H]2c2ccco2)cc1	-1.5	.	-5	-14	-6	-1	10	.	-1.0	-1	-4
41	Cc1ccc(N2C(=O)c3ccc(C(=O)NCCN4CCOCC4)cc3C2=O)cc1	1.7	-11	-5	-11	-2	-4	1	-1	-2.1	1	-7
42	COc1ccc(S(=O)(=O)N2CCOC23CCN(C(=O)c2ccccc2OC)CC3)cc1	1.6	3	-5	-2	5	3	.	-2	0.0	1	1
43	COc1cc([C@H](Cc2ccccc2)NC(C)=O)oc(=O)c1	-2.0	372	-6	-11	4	-5	.	.	19	1	-2
44	CC(C)(C)OC(=O)NCCCC[C@H](NC(=O)c1nc[nH]c1C(=O)N[C@@H](CCCCNC(=O)OC(C)(C)C)C(=O)OC(C)(C)C)C(=O)OC(C)(C)C	2.0	18	1	-7	0	6	-2	.	-1.4	-12	-7
45	COc1ccc(/C=N/NC(=O)c2sccc2OCc2ccc(F)cc2)cc1OC	-1.4	-17	-7	-9	-2	-2	-4	-1	-0.7	-1	-2
46	Cc1ccc(NC(=O)c2ccc3c(c2)N(CC(=O)NC(C)C)C(=O)C(C)(C)O3)cc1	-6.4	-6	-16	-28	-9	5	10	-2	-0.9	-3	4
47	CCCNC(=O)c1ccccc1NC(=O)c1ccccc1N(C)S(=O)(=O)c1ccc(C)cc1	2.9	.	-6	-9	0	8	-1	-2	-0.5	-12	0
48	COc1ccc(-c2nn(-c3ccccc3)cc2CNC(C)Cn2cncn2)c(F)c1 (configuration not stated)	0.0	-7	-6	-12	-7	-6	.	1	-0.5	-4	0
49	CCOc1ccccc1N1CC(C(=O)N(CC)C2CCS(=O)(=O)C2)CC1=O (configuration not stated)	-8.3	-13	3	-16	-5	-1	16	1	-0.3	-8	2
50	Cn1nccc1C(=O)NCCN1C(=O)OC(C)(C)C1(C)O (configuration not stated)	0.9	-3	0	-2	2	0	.	0	1.8	8	-3

(next part)
cpd	smiles	CDK5 p35 inh	SUMO Mot1 rescue	RTF Ca sens inh	PvdQ inh	Keap1 Nrf2 FP	Rtt109 Vps75	PfHsp90 yeast 2	NSD2 inh	LANA DNA inh	dFosB act	cardiac RTF act
51	COCC(C)NC(=O)/C=C/c1ccc(OC)cc1 (configuration not stated)	-2.7	20	-11	-9	-5	0	.	1	0.4	0	-4
52	CS/C(=C/[N+](=O)[O-])Nc1cccc2c1C(C)CC2(C)C (configuration not stated)	-0.6	57	2	-5	2	2	1	-1	0.6	-5	4
53	N#C/C(=C(/O)CSc1nnc(Cc2cccs2)n1C1CCCCC1)c1nc2ccccc2[nH]1	0.4	2	-7	1	-9	-5	-2	-4	0.8	-9	-5
54	Nc1nnnn1-c1cccc([N+](=O)[O-])c1	-0.5	.	-1	-10	3	-1	5	-2	1.7	-1	-5
55	COc1ccc(/C=N\NC(=O)c2cc(O)c(O)c(O)c2)cc1COc1ccc(C(=O)OCC(C)C)cc1	2.5	-16	-7	-12	-11	-2	-19	9	-0.6	-2	8
56	COc1cc(CC(=O)N(CC(C)C)C2CCS(=O)(=O)C2)cc(OC)c1OC (configuration not stated)	-0.4	-3	2	-10	4	4	.	-2	1.4	4	-5
57	Cc1ccc(OCC(=O)O)c(O)c1	-0.8	.	-3	-3	0	4	9	0	-1.0	0	4

From PubChem
